High-throughput results deposited in PubChem by several laboratories.
S1P3 antag: S1P3 (human) receptor antagonism; actives 0.27% (n = 170,000); CHO S1P3 NFAT-BLA reporter, FRET fluorescence, antagonist mode; Q99500; inhibition, % at 4.98 µM;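 active means inhibition above the plate cutoff, the mean inhibition of test wells on that plate plus 3 SD, cut at about 28% in these data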;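 further: cells challenged with S1P at its EC80 of 0.8 µM; blue over green emission ratio from cleaved BLA substrate after 4 h stimulation; 0% = S1P-stimulated wells and 100% = unstimulated DMSO-only wells; some compounds past the cut are filed as inactive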
Target sequence (Q99500 whole entry, looked up): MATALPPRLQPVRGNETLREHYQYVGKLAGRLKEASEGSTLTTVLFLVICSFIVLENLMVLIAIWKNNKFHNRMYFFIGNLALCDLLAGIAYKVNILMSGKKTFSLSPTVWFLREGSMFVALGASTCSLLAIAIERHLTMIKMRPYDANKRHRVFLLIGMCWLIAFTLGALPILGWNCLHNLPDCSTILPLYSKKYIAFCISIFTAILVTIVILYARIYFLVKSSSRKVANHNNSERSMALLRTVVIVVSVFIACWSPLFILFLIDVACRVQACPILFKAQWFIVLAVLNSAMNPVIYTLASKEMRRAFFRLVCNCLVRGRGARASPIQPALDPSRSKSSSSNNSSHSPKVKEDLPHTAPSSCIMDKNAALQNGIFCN
Redox H2O2 prof: compounds producing H2O2 with reducing agent – biochemical, NIH compound library profiling, artefact control for MLSCN library redox annotation, primary screen; DTT-dependent redox cycling H2O2, phenol red/HRP absorbance; 100% = 100 µM peroxide control, 0% = buffer; activation, % at 10 µM; actives 0.03% (n = 200,000);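 active means activation of at least 50% relative to the plate's high and low controls in the primary single-dose screen; inactive means activation below 50%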;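 further: compound incubated with DTT at 0.8 mM final as the reducing agent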
PMI activator: activators of human phosphomannose isomerase | P34949 | purified human PMI, coupled resazurin fluorescence, 20 min; stronger effect = higher value; 1 = vehicle control, 0 substrate-free wells | activation factor at 20 µM | actives 0.005% (n = 190,000) | AID 1214;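 active means activation factor of 2 or more at 20 µM, relative to plate controls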
Target sequence (P34949 whole entry, looked up): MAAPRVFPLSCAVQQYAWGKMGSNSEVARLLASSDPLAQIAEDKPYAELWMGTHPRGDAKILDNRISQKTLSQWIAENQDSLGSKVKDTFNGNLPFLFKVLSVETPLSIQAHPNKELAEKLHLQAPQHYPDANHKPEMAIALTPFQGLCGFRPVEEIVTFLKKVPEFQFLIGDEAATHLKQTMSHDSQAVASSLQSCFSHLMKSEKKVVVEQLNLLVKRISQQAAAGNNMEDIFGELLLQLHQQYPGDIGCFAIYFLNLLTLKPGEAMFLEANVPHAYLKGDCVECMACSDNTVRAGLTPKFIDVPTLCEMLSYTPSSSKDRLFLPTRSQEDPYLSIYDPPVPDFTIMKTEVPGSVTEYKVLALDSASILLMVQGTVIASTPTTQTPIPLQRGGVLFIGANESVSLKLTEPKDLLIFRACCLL
TLR4 MyD88 comp: inhibitors of human TLR4-MyD88 binding. O00206+Q99836. HeLa CL3-4 TLR4/MyD88 BLA complementation, FRET ratio. inhibition, % at 8.4 µM. actives 0.18% (n = 200,000); in the data active means inhibition above about 25%;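 further: 0% = vehicle and 100% = reference inhibitor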
Diaphorase act: diaphorase activation or chemical reduction counter-screen; AID 1229; activation factor at 20 µM; Diaphorase/resazurin coupled assay, resorufin fluorescence, 16 min; stronger effect = higher value; 1 = vehicle wells, 0 = NADH-free wells; actives 0.005% (n = 190,000);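 active means diaphorase activity raised at least twofold by the compound at 20 µM; inactive means activation factor below 2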
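Assay system: Purified diaphorase enzyme from Clostridium kluyveri | Amount: Enzyme 0.07 U/mL final | Dosing: Compound 20 µM once, DMSO 1% | Timing: 16 min reaction at room temperature | Detection: Fluorescence, excitation 544 nm and emission 590 nm | Evaluation: Higher resorufin formation from activation or reduction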
Hsp70 act: switches on Hsp70 transcription; HeLa Hsp70 promoter luciferase reporter, luminescence; scaled: vehicle 0, proteasome-inhibitor control 100%; actives 0.04% (n = 200,000); AID 1203; activation, % at 10 µM;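 active means activation above the mean across all tested compounds plus 3 SD, cutoff set per campaign, cut at about 5.5% in these data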;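 further: 100% = MG132 at 30 µM as the positive control and 0% = DMSO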
Diaph inh CS: diaphorase inhibition or chemical oxidation counter-screen; diaphorase resazurin-to-resorufin fluorescence, NADH, 16 min; bacterial (C. kluyveri) enzyme, not human; inhibition, % at 20 µM; actives 0.69% (n = 190,000);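 active means primary screen inhibition at 20 µM above a set limit, cut at about 50% in these data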;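 further: plate controls were DMSO with full reaction for no effect and wells lacking NADH for full effect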
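Detection: fluorescence of resorufin formed from resazurin, Ex 544/Em 590 nm; test system: Clostridium kluyveri diaphorase enzyme; amount: 0.14 U/mL diaphorase, enzyme working solution; times: 16-min room-temperature incubation before reading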
RAM inhibit: yeast RAM network inhibition. S. cerevisiae dse1pr::URA3 reporter, 5-FOA growth OD615, 2 d; analog-sensitive cbk1-as2 kinase mutant strain. inhibition, % at 50 µM. actives 1.8% (n = 190,000). AID 868;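 active means inhibition above a set limit, 3 SD over mean compound inhibition, cut at about 8.4% in these data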;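 further: 0% = DMSO-only wells with no growth and 100% = 10 µM 1-NA-PP1 full growth; inhibition rescues growth on 5-FOA so higher OD means more RAM inhibition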
G6PDH counter: counter-screen for G6PDH assay hits: L. mesenteroides G6PDH inhibition; Purified L. mesenteroides G6PDH, diaphorase/resazurin coupled fluorescence, 45 min; inhibition, % at 5 µM; actives 0.12% (n = 200,000); AID 1020
L major viab: reduces viability of Leishmania major promastigotes; resazurin fluorescence viability; inhibition, % at 10 µM; actives 9% (n = 200,000);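 further: promastigotes grown with compound for 44 hours at 28 °C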
PMI act hi M6P: activators of human phosphomannose isomerase at near-saturating mannose 6-phosphate. actives 0.34% (n = 190,000). AID 1216. activation factor at 20 µM. coupled PMI enzyme assay, resazurin fluorescence, 20 min; stronger effect = higher value; 1 = untreated enzyme, 0 = substrate-free blank;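 active means activation factor of 2 or more at 20 µM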
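test system = human PMI in coupled enzyme assay | medium = HEPES-buffered pH 7.4 with magnesium and detergent | also added = 1.0 mM mannose-6-phosphate substrate with 0.22 mM NADP+ | compound = 20 µM single dose | times = 20 min incubation at room temperature | measured by = resorufin fluorescence (Ex 544/Em 590 nm) from resazurin via diaphorase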
* = called active by the depositor; . = no result given. Unless noted, no stated cut-off is given here; in the data, active means inhibition above about 50%; inactive means the rest.

SMILES	S1P3 antag	Redox H2O2 prof	PMI activator	TLR4 MyD88 comp	Diaphorase act	Hsp70 act	Diaph inh CS	RAM inhibit	G6PDH counter	L major viab	PMI act hi M6P
CN(C)C(CNC(=O)/C=C/c1cccc(Cl)c1)c1ccccc1 (stereo unspecified)	8	-1.6	0.9	5	0.9	-0.2	13	0.8	7	75*	0.9
Cc1noc(C)c1C(=O)N1CCCc2ccccc21	.	0.8	1.1	-14	1.1	-0.4	-14	3.1	7	-8	1
Cc1ccc(CSCc2nc3ccccc3[nH]2)cc1	-1	-0.5	1	-12	0.8	0.1	16	-0.1	-5	26	1
CC(=O)c1cccc(NC(=O)N2CCCC2C(=O)Nc2cccc(C)c2)c1 (stereo unspecified)	-17	0.3	1	-5	0.9	0.1	14	-0.1	4	2	1
Cc1nc2ccc(S(=O)(=O)NCC(=O)NC(C)c3ccccc3)cc2s1 (stereo unspecified)	4	5.0	0.9	4	0.9	-0.2	7	1.5	6	-3	0.9
O=C(OCc1cc2ccccc2[nH]c1=O)c1cccs1	-18	0.3	0.9	2	1	-0.2	-1	2.6	6	-2	0.9
O=S(=O)(Nc1nc2ccccc2nc1N1CCN(c2ccccc2F)CC1)c1ccc(Cl)cc1	.	1.2	0.9	3	0.8	0.1	19	5.5	11	-2	1.1
CC1CCCC(C)N1C(=O)COC(=O)c1ccc(O)cc1 (stereo unspecified)	.	0.0	1.2	-20	1.1	-0.3	-8	0.3	4	0	1.2
Cc1c(C(=O)N2CCCCC2)nnn1-c1nonc1N	.	0.1	0.9	0	0.9	-0.3	10	0.3	1	-7	0.9
CC(=O)Nc1nc2ccccc2n1Cc1ccccc1C	-9	1.2	0.9	-1	0.9	-0.3	11	0.2	30	96*	0.9
CC(=O)O[C@H]1CSC[C@H]1NC(=O)c1ccccc1	-9	-3.3	0.9	2	0.9	0.2	7	1.0	0	-9	0.9
CCC12CN3CCN(CC(C3)/C1=N\NC(=O)c1ccc(F)cc1)C2	11	-2.1	1	-8	0.9	-0.1	11	0.6	12	-5	1

Taken from above:
Value of `Cc1c(C(=O)N2CCCCC2)nnn1-c1nonc1N` under PMI activator: 0.9
Value of `Cc1noc(C)c1C(=O)N1CCCc2ccccc21` under PMI act hi M6P: 1

(listing goes on)
SMILES	S1P3 antag	Redox H2O2 prof	PMI activator	TLR4 MyD88 comp	Diaphorase act	Hsp70 act	Diaph inh CS	RAM inhibit	G6PDH counter	L major viab	PMI act hi M6P
S=C(Nc1ccc(Cl)cc1Cl)Nc1ccccc1Oc1ccccc1	.	2.5	1	-11	0.9	-0.3	6	7.4	2	7	1
O=c1c2cc(N3CCOCC3)ccc2[nH]c(=S)n1CC1CCCO1 (stereo unspecified)	.	-1.5	1	17	0.7	-0.1	33	-0.7	11	-11	1.2
NNC(=O)COc1ccccc1F	1	-0.3	1	-2	0.9	0.0	13	1.2	3	-4	1
O=C(Nc1cccnc1)C12CC3CC(CC(C3)C1)C2	0	-0.5	1	0	0.9	-0.2	9	1.2	14	-6	1
S=C(NCc1ccco1)N1CCN(c2ccc(Cl)cc2)CC1	4	-0.7	1	-7	0.8	-0.2	21	3.6	9	-3	1
CCOc1cc(/C=N/N=C(N)N)ccc1OCc1ccc(Cl)cc1	-4	0.2	1.1	-1	2*	0.0	-100	9.8*	-2	100*	1.2
O=[N+]([O-])c1ccccc1CNC1CCCCCC1	-16	-0.1	0.9	-9	0.8	-0.1	20	2.1	13	83*	0.9
CN=c1scc(C)n1/N=C/c1ccc2c(c1)OCO2	19	3.4	0.9	-4	0.9	-0.7	14	0.9	5	-4	1
COc1ccc(OC)c(Cc2nnc(CCC(=O)N3CCCCC3)o2)c1	-1	-1.9	1	-7	1	-0.3	1	1.2	7	-3	1.1
CCN(CC)CC(=O)N1CCCC(C(=O)c2ccccc2OC)C1 (stereo unspecified)	-1	-0.1	1	6	1	-0.1	-2	-0.4	4	-6	1.1
CCCCS(=O)(=O)c1sc2nc(C)cc(C)c2c1N	-19	2.7	1	-12	0.8	0.3	21	-1.0	6	-3	1.4
Cc1nc(-c2ccccn2)sc1C(=O)Nc1ccc(Cl)c(Cl)c1	.	-3.1	1	-6	1	-0.1	-5	1.2	4	-5	1
COC(=O)c1c(F)c(F)c(NCCO)c(F)c1F	-29	-1.1	1.1	5	1.1	-0.2	-15	-0.4	11	-1	1.1
O=C(NCCCN1CCOCC1)c1sc2cc([N+](=O)[O-])ccc2c1Cl	-6	-0.3	0.7	1	0.9	-0.2	6	0.0	1	86*	0.9
CC1CC(=O)Nc2ccccc2N1S(=O)(=O)c1ccc(Br)cc1 (stereo unspecified)	.	1.9	1	-2	0.8	0.0	20	2.5	-13	-1	0.9
O=P(O)(CCc1ccccn1)CN1CCOCC1	-48	0.0	1	4	1	-0.1	5	.	2	-6	0.9
CCOC(=O)CSc1nc2ccccc2c(=O)n1CC(C)C	-18	-0.1	1	-2	0.9	-0.1	10	2.1	1	2	1
CC1Cc2cc(/C(O)=C3/C(=O)C(=O)N(Cc4ccco4)C3c3cccs3)ccc2O1 (stereo unspecified)	6	2.0	1	-2	0.9	0.0	8	2.0	1	-5	1
Cc1ccc2cc(CN(Cc3nnnn3C3CCCCC3)CC3CCCO3)c(=O)[nH]c2c1 (stereo unspecified)	-1	1.6	1	3	0.8	-0.1	16	0.1	6	94*	0.9
CCCn1c2c(c(O)c(C(=O)Nc3ncccc3O)c1=O)CCCC2	9	0.0	0.9	4	0.7	-0.3	27	1.8	6	-3	0.7
CC(NC(N)=O)C(=O)Nc1ccc(Cl)c(S(=O)(=O)Nc2ccc(Cl)cc2)c1 (stereo unspecified)	-16	-0.2	1.1	-6	0.9	-0.2	8	0.5	8	4	1.1
CCN(CC)CCNc1c2c(c(C#N)c3nc4ccccc4n13)CCCC2	.	0.5	1.1	2	0.9	-0.1	14	0.8	1	96*	1
COc1ccc2[nH]c(=O)c(CN(CCc3ccccc3)C(C)=O)cc2c1	.	2.2	1	2	0.9	-0.4	10	4.1	6	3	1.1
Cc1cc(NC(=O)CSc2nc3ccccc3c(=O)n2-c2ccccc2)no1	.	-1.0	1	12	0.9	-0.1	8	6.8	16	-4	1.1
Cc1cccc(OCCC(=O)Nc2cc(S(=O)(=O)N3CCCCC3)ccc2N2CCOCC2)c1	-2	-0.3	0.8	-3	0.8	0.0	25	0.1	5	22	0.8
COC(=O)c1ccc(Oc2coc3cc(OCc4cnn(-c5ccccc5)c4)ccc3c2=O)cc1	.	-3.6	0.9	-22	1	0.2	0	2.8	2	-5	1
Cc1ccccc1Nc1c(-c2ccncc2)nc2ccc(Br)cn12	-8	0.0	0.9	-12	0.9	-0.5	7	0.7	7	96*	1
O=C(Cn1cc(C(=O)c2ccco2)c2ccccc21)NC1CCCC1	30	0.1	0.9	6	0.9	0.0	6	1.3	-2	10	1
O=c1[nH]c(/C=C/c2ccccc2[N+](=O)[O-])nc2ccccc12	0	0.8	0.9	4	1	-0.5	5	2.8	-4	-2	1
COC(=O)C1=C(C)NC(=O)C1(NS(=O)(=O)c1ccc(C)cc1)C(F)(F)F (stereo unspecified)	.	0.6	1	4	0.9	-0.2	12	-0.7	3	-3	1
CCOc1ccc(N2C(=O)CS/C2=N/NC(=O)COc2ccc3ccccc3c2)cc1	.	-6.3	1	-7	0.9	-0.1	6	2.7	7	99*	1
CNC(=O)c1cc(C)c(-c2ccccc2)s1	-8	0.2	1.2	0	0.9	-0.2	9	0.9	-10	2	1.5
O=C(/C=C/c1ccccc1)NC(NC(=S)Nc1cccc(O)c1)C(Cl)(Cl)Cl (stereo unspecified)	5	-0.1	0.7	-8	0.8	-0.4	22	5.8	18	93*	0.8
CCN(CC)CC(=O)Nc1ccc(Oc2ccc(NC(=O)CN(CC)CC)cc2)cc1	8	0.2	1.1	10	1.3	0.2	-31	1.4	10	26	1.2
CC1=C(C(=O)Nc2ccccc2)C2(CCCCC2)C(C#N)=C(SCC(N)=O)N1	.	-0.1	1	-4	0.9	-0.1	10	7.1	7	-6	1
CCN1C(=O)N(c2ccc(Cl)cc2)C(C)=CC1(C)C	.	1.8	0.9	7	0.9	-0.1	14	1.5	6	7	0.9
Cc1cc2nc(C)c(Cl)c(=O)n2[nH]1	-6	-1.3	1.1	-20	1.1	-0.2	-7	2.0	7	1	1.1
[O-]/C(=C(\C(=S)NCc1ccccc1)[n+]1ccccc1)c1ccc(Cl)s1	-6	-0.2	0.9	5	0.9	0.1	15	1.8	8	-9	0.8
CN(Cc1ccccc1)Cc1nc2c(c(=O)n(C)c(=O)n2C)n1Cc1ccccc1Cl	-14	-0.7	1	-10	0.9	-0.3	9	2.2	1	33	1
O=C(COC(=O)c1ccc2c(c1)S(=O)(=O)N=C1CCCCCN12)NCCc1ccc(F)cc1	1	0.1	1	14	0.9	-0.2	8	1.5	-1	-1	1
CC1CCCCN1Cc1cnc(Cl)s1 (stereo unspecified)	.	1.5	0.9	0	0.9	-0.1	13	0.0	-12	-5	0.9
Clc1ccc(-n2nnnc2CN2CCOCC2)cc1Cl	-16	-0.3	1.1	1	0.9	-0.1	8	0.9	2	-2	1.2
CCn1c(=O)c(C(=O)Nc2ccccn2)c(O)c2ccccc21	-5	-1.1	.	3	.	0.1	.	2.3	12	11	.
O=C(OCC(=O)N1CCC(Cc2ccccc2)CC1)c1ccc[nH]c1=O	8	2.4	0.8	-5	0.9	-0.3	9	1.1	7	1	0.8
CC(NC(=O)C(=O)NN=C1CCCCCCC1)c1ccccc1 (stereo unspecified)	.	-4.7	1	5	0.9	0.0	15	5.3	-3	-6	1
CCOc1ccc(-c2nnc(NC(=O)c3ccc(OCC(C)C)c(OC)c3)o2)cc1	-28	-0.3	1.1	7	0.9	-0.4	8	4.2	-1	98*	1.1
